Assay outcomes deposited in PubChem by several laboratories.
G6PDH counter = counter-screen for G6PDH assay hits: L. mesenteroides G6PDH inhibition | 0.12% of 200,000 active | inhibition, % at 5 µM | Purified L. mesenteroides G6PDH, diaphorase/resazurin coupled fluorescence, 45 min | AID 1020; in the data active means inhibition above about 50%
Diaph inh CS = counter-screen for diaphorase-based assays: diaphorase inhibitors and chemical oxidizers; diaphorase resazurin-to-resorufin fluorescence, NADH, 16 min; bacterial (C. kluyveri) enzyme, not human; 0.69% of 190,000 active; AID 1217; inhibition, % at 20 µM;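 active means primary screen inhibition at 20 µM above a set limit, cut at about 50% in these data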;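 further: plate controls were DMSO with full reaction for no effect and wells lacking NADH for full effect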
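Test system: bacterial diaphorase enzyme (C. kluyveri); Quantity: 0.14 U/mL diaphorase, enzyme working solution; Times: reaction incubation of 16 min at room temperature; Measured by: fluorescence of resorufin formed from resazurin, Ex 544/Em 590 nm; Benchmarks: positive control minus NADH, DMSO neutral control.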
PMI act satM6P = activators of human phosphomannose isomerase at near-saturating mannose 6-phosphate | coupled PMI enzyme assay, resazurin fluorescence, 20 min; hits give high values; 1 = untreated enzyme, 0 = substrate-free blank | activation factor at 20 µM | 0.34% of 190,000 active | AID 1216;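 active means activation factor of 2 or more at 20 µM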
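Test system: human phosphomannose isomerase with PGI, G6PDH, diaphorase coupling enzymes; amount: 15 ng/mL PMI; incubation: enzyme reaction with compound 20 min at room temperature; technique: resorufin fluorescence (Ex 544/Em 590 nm) from resazurin via diaphorase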
S1P3 antag = antagonists of human S1P3 receptor. Q99500. CHO S1P3 NFAT-BLA reporter, FRET fluorescence, antagonist mode. inhibition, % at 4.98 µM. 0.27% of 170,000 active;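 active means inhibition above the plate cutoff, the mean inhibition of test wells on that plate plus 3 SD, cut at about 28% in these data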;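 further: cells challenged with S1P at its EC80 of 0.8 µM; blue over green emission ratio from cleaved BLA substrate after 4 h stimulation; 0% = S1P-stimulated wells and 100% = unstimulated DMSO-only wells; some compounds past the cut are filed as inactive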
Target sequence (Q99500 whole entry, looked up): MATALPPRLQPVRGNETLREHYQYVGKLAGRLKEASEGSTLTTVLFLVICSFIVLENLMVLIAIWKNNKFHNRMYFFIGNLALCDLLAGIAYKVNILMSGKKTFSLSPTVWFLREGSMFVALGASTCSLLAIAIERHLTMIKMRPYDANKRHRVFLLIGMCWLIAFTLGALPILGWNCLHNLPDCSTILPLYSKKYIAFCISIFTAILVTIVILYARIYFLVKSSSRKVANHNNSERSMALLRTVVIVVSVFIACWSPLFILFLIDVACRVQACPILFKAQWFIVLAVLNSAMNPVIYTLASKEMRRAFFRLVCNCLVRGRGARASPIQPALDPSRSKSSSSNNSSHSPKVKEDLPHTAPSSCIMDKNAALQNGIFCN
PPARg SRC1 recr = agonists of human PPARgamma SRC-1 coactivator recruitment. P37231. PPARgamma-SRC-1 coactivator recruitment biochemical assay. activation, % at 8 µM. 0.41% of 200,000 active. AID 631; in the data active means activation above about 19%;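 further: 0% = DMSO and 100% = reference agonist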
PPARg SRC2 recr = PPARgamma-driven SRC-2 recruitment agonism; P37231; PPARgamma LBD-SRC-2 recruitment, biochemical; activation, % at 8 µM; 0.34% of 200,000 active; AID 1032; in the data active means activation above about 22%;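 further: 0% = vehicle and 100% = reference agonist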
Diaph act CS = diaphorase activation or chemical reduction counter-screen | Diaphorase/resazurin coupled assay, resorufin fluorescence, 16 min; hits give high values; 1 = vehicle wells, 0 = NADH-free wells | activation factor at 20 µM | 0.005% of 190,000 active;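 active means diaphorase activity raised at least twofold by the compound at 20 µM; inactive means activation factor below 2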
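Material: Purified diaphorase enzyme from Clostridium kluyveri | Buffer or medium: 50 mM HEPES pH 7.4 with 4.542 mM MgCl2, 0.005% Tween 20 | Times: 16 min enzyme reaction, ambient temperature | Signal: Red resorufin fluorescence at 544/590 nm excitation/emission | Measure: Increased resorufin signal from activators or reducing compounds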
PPARg SRC-3 ag = promotes SRC-3 coactivator recruitment by human PPARgamma; AID 731; 0.26% of 200,000 active; biochemical PPARgamma/SRC-3 coactivator recruitment assay; activation, % at 8 µM; in the data active means activation above about 23%;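 further: 0% = DMSO and 100% = reference agonist; some compounds past the cut are filed as inactive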
PMI act = increases human mannose-6-phosphate isomerase activity; P34949; purified human PMI, coupled resazurin fluorescence, 20 min; hits give high values; 1 = vehicle control, 0 substrate-free wells; activation factor at 20 µM; 0.005% of 190,000 active;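 active means activation factor of 2 or more at 20 µM, relative to plate controls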
ROMK mod = modulators of human ROMK potassium channel; P48048; Tet-inducible ROMK, thallium flux fluorescence; actives lie on both sides; B-score at 10 µM; 2% of 130,000 active; AID 1918;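 active means signal ratio slope over the read window, or its plate-corrected B-score, at least 3 SD from the plate mean, either direction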;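 further: B-score of the F/F0 ratio slope over 7 to 12 s after thallium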
Target sequence (P48048 whole entry, looked up): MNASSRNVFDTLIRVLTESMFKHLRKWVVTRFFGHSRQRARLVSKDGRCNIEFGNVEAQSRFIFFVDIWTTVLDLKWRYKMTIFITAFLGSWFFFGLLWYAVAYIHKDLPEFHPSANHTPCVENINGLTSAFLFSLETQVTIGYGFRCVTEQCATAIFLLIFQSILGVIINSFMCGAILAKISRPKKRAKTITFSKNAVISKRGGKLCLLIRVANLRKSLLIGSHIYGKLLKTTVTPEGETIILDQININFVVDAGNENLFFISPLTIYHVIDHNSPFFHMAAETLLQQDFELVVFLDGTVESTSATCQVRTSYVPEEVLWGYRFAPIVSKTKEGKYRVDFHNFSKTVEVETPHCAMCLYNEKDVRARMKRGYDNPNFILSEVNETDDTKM
SRC2 TRFRET art = counter-screen for PPARgamma SRC-2 recruitment agonists: TR-FRET artefact; hits give high values; TR-FRET ratio at 8 µM; AID 1049; 0.4% of 200,000 active; in the data active means TR-FRET ratio above about 2000; further: inactives centre near 1500
The depositor's hits bear a star; . = not tested or not shown. Rows were taken by chance; overall some 3.3% were active at least once.

The line under a structure holds: G6PDH counter	Diaph inh CS	PMI act satM6P	S1P3 antag	PPARg SRC1 recr	PPARg SRC2 recr	Diaph act CS	PPARg SRC-3 ag	PMI act	ROMK mod	SRC2 TRFRET art
- CC1CCN(C(=O)Cn2nc(C(F)(F)F)c3c2CCCC3)CC1
 : 8	13	1	-24	5	-1	0.9	8	1	.	1743
- COc1ccc(CC(=O)NNC(=O)CSc2ccc(C)cc2)cc1
 : 1	14	0.8	-11	2	0	0.9	-3	0.9	-0.69	1511
- CCSc1nnc(NC(=O)CCc2ccccc2)s1
 : 4	6	1	9	-1	0	0.9	2	1.1	-0.33	1696
- CCCS(=O)(=O)Nc1cc(C(F)(F)F)ccc1OCCOC
 : 16	9	1	11	3	-3	0.9	3	0.9	.	1514
- COc1ccc(C)c2sc(N3CCCC3)nc12
 : 3	2	1	-36	12	8	1	-1	0.9	-0.45	1707
- Cc1noc(C)c1S(=O)(=O)N1CCC(C(=O)NCCc2ccc(S(N)(=O)=O)cc2)CC1
 : -1	17	0.9	.	2	-2	0.8	-3	1	-0.009	1271
- CC1CN(c2ccc(Oc3ccccc3)cc2)c2nc3c(c(=O)[nH]c(=O)n3C)n2C1 (stereo not given)
 : -3	3	1.1	-73	-2	-8	1	-5	1	0.52	1464
- Cc1ccc(C)n1-n1cnc2scc(-c3cccs3)c2c1=O
 : 13	9	1	-9	6	3	0.9	-3	1	.	1525
- O=C(Cn1nc2ccccc2n1)N/N=C/c1cc(Cl)cc([N+](=O)[O-])c1O
 : 3	48	1.1	-6	4	11	0.5	7	1	2	1730
- Cc1ccc(N=C2SCCCN2C(=O)c2ccco2)cc1Cl
 : 7	10	1	.	-2	2	0.9	-10	1	0.054	1607
- COc1cc(CCC(=O)OCC(=O)Nc2ccccc2C(C)C)cc(OC)c1OC
 : 9	6	1	-11	-5	-4	0.9	0	1	.	1496
- O=C(Cn1c(C(F)(F)F)nc2ccccc21)Nc1ccccc1C(=O)O
 : 0	4	1	-18	6	2	1	3	1.1	0.19	1565
- CN(c1ccccc1)c1nc(N)c(C#N)c(CC#N)c1C#N
 : -4	14	0.9	0	3	5	0.9	6	1	.	1724
- FC(F)Oc1ccccc1C1CC(c2ccc(Br)s2)Nc2ncnn21 (stereo not given)
 : 2	9	0.9	14	5	3	0.9	-7	0.9	.	1489
- CCc1ccc(CCC(=O)Nc2ncc(Cc3ccccc3Cl)s2)o1
 : -9	-3	1	0	6	10	1	-2	1	.	1661
- Cc1cccc(NC(=O)CSc2nnc(-c3ccccc3)n2N)c1C
 : 14	1	1.1	.	-2	2	1	10	1	-0.67	1744
- O=C(NCc1ccco1)c1cccnc1-c1nc2ccccc2s1
 : -12	7	1	-7	8	10	0.9	21	0.9	.	1423
- Cc1cc(C(=O)CN2C(=O)c3ccccc3C2=O)c(C)n1Cc1cccs1
 : -1	26	0.8	18	-6	-10	0.7	-10	0.9	0.62	1402
- CC(C)C(NC(=O)OCc1ccccc1)C(=O)OCC(=O)N1CCCCC1 (stereo not given)
 : 8	2	1.1	4	3	8	1	-2	1	.	1467
- Cc1cc(-c2n[nH]c(=S)n2/N=C/C(Cl)=C/c2ccccc2)n[nH]1
 : 13	51*	0.8	2	14	7	0.5	3	0.7	.	1538
- C[C@@H]1CN(Cc2nc(Cc3ccccc3F)no2)C[C@H](C)O1
 : 4	8	1	-6	7	1	0.9	1	1	0.91	1588
- O=C(Nc1ccc(NC(=O)c2ccco2)nc1)c1ccco1
 : 7	11	1	-3	5	3	0.9	5	1	0.22	1554
- CC(C)(C)OC(=O)NCc1nc(N)n[nH]1
 : 11	0	1	.	3	4	1	4	1	.	1672
- Cc1cc(C)cc(N(CCC#N)C(=O)CSc2nc3nc(C)cc(C)n3n2)c1
 : 3	18	0.9	-1	1	1	0.8	0	1	.	1351
- CCOC(=O)c1cc(-c2nnc(-c3ccc(Cl)cc3)o2)c(C)nc1C
 : 6	10	1	-21	-2	3	0.9	3	1	.	1691
- COc1cc(C(=O)Nc2cccc(-c3nc4ncccc4o3)c2C)cc(OC)c1OC
 : -2	12	0.9	-11	3	5	0.9	1	1	0.25	1470
- CC(=O)Nc1cccc(Oc2ncnc3scc(-c4ccc(C(C)C)cc4)c23)c1
 : 1	24	0.9	-9	-6	-6	0.8	-1	0.9	-1.8	1557
- CCN1CCN(C(=O)CN(C)S(=O)(=O)c2cc(C)ccc2OC)CC1
 : 8	18	0.9	-4	-2	0	0.8	0	0.9	-0.041	1544
- Cc1cccc(C)c1OCCCCn1cnc2ccccc2c1=O
 : 4	19	1	.	4	5	0.8	3	1	.	1730
- COc1ccc(C(=O)Nc2cc(C(F)(F)F)ccc2-n2cnc3ccccc32)cc1
 : 2	0	1	1	8	5	1	0	1	.	1660
- COC(=O)c1cccc(NS(C)(=O)=O)c1C
 : 5	-6	1.1	.	5	7	1.1	8	1	.	1598
- Cn1cc(C(=O)c2ccc(Cl)cc2Cl)cc1C(=O)N/N=C(\N)COc1cccc(C(F)(F)F)c1
 : -6	18	1	.	2	1	0.8	4	1	-0.57	1632
- CCOC(=O)c1cc2c(n(-c3ccc(C)cc3)c1=O)CCCC2=O
 : 4	8	1.1	.	3	-7	0.9	0	1.1	0.61	1699
- O=C(NCc1ccncc1)Nc1cccc(Cl)c1
 : 3	-7	1.1	.	1	5	1.1	-2	1.1	-0.32	1549
- COc1cc(/C=N/NC(N)=S)cc(Br)c1OCc1ccccc1F
 : 2	10	1	4	-2	-10	0.9	-5	1	-0.017	1546
- O=C(Nc1ccc(Cc2ccncc2)cc1)c1ccc(Br)o1
 : -4	11	1	9	-4	8	0.9	-10	1	.	1125
- COc1ccc(OC)c2c(C)cc(C)nc12
 : 4	14	0.8	-15	1	-4	0.9	2	0.9	-0.056	1590
- COc1ccc(OC)c(CCNC(=O)CC2Oc3ccccc3NC2=O)c1 (stereo not given)
 : 13	17	0.9	-16	8	6	0.8	6	1	.	1941
- COc1ccccc1-c1cc2ccccc2[nH]1
 : 2	18	1	.	6	10	0.8	8	0.9	.	1777
- CCc1[nH]nc2c1C1(C(=O)N(Cc3ccccc3)c3ccccc31)C(C#N)=C(N)O2 (stereo not given)
 : 5	24	0.8	-21	2	2	0.8	8	0.8	-0.38	1587
- C/C=C/c1ccc(OCCCCN2CCN(CC)CC2)c(OC)c1
 : 3	6	1.1	-11	-2	-2	0.9	-2	1	-0.64	1482
- COc1ccc(NC(=S)NCCc2ccccc2OC)c(OC)c1
 : -4	11	1	.	-10	-5	0.9	-9	0.9	0.58	1362

Molecules shown so far with a thiophene ring, fused or not, in the order listed:
The line under a structure holds: G6PDH counter	Diaph inh CS	PMI act satM6P	S1P3 antag	PPARg SRC1 recr	PPARg SRC2 recr	Diaph act CS	PPARg SRC-3 ag	PMI act	ROMK mod	SRC2 TRFRET art
- Cc1ccc(C)n1-n1cnc2scc(-c3cccs3)c2c1=O
 : 13	9	1	-9	6	3	0.9	-3	1	.	1525
- FC(F)Oc1ccccc1C1CC(c2ccc(Br)s2)Nc2ncnn21 (stereo not given)
 : 2	9	0.9	14	5	3	0.9	-7	0.9	.	1489
- Cc1cc(C(=O)CN2C(=O)c3ccccc3C2=O)c(C)n1Cc1cccs1
 : -1	26	0.8	18	-6	-10	0.7	-10	0.9	0.62	1402
- CC(=O)Nc1cccc(Oc2ncnc3scc(-c4ccc(C(C)C)cc4)c23)c1
 : 1	24	0.9	-9	-6	-6	0.8	-1	0.9	-1.8	1557

Whole records, quoted from the list. Order of values: G6PDH counter | Diaph inh CS | PMI act satM6P | S1P3 antag | PPARg SRC1 recr | PPARg SRC2 recr | Diaph act CS | PPARg SRC-3 ag | PMI act | ROMK mod | SRC2 TRFRET art
C/C=C/c1ccc(OCCCCN2CCN(CC)CC2)c(OC)c1 in the list: 3 | 6 | 1.1 | -11 | -2 | -2 | 0.9 | -2 | 1 | -0.64 | 1482
O=C(NCc1ccncc1)Nc1cccc(Cl)c1 in the list: 3 | -7 | 1.1 | . | 1 | 5 | 1.1 | -2 | 1.1 | -0.32 | 1549
